p53 reactivation: qHTS assay for re-activators of p53 using a Luc reporter | H1299 p53-A138V BP100-luciferase reporter, luminescence, 24 h | Potency, µM (titrated, usually from 92.2 µM), without a hit: at the highest dose activity change, positive = activation, usual class: activators | 320,000 tested, 0.063% active | AID 504706, 2011; further: potency means the concentration at half of the fitted maximal effect; % of control where 0% means no effect; nearly all actives have a fitted effect of over 45% in size
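p53-null H1299 cells stably carrying temperature-sensitive p53-A138V and a BP100-luciferase reporter were pinned with compounds (4-point, 1:5 series) and held 24 hrs at 37 deg C. Luminescence was read 10 min after detection reagent.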
ELG1 DNA repair: qHTS screen for small molecules that inhibit ELG1-dependent DNA repair in human embryonic kidney (HEK293T) cells expressing luciferase-tagged ELG1; 330,000 tested, 2.3% active; Potency, µM (series often up to 46.1 µM), for the others: at the top dose activity change, negative = inhibition, hits mostly inhibitors; HEK293T ELG1-luciferase reporter, luminescence, 16 h; DNA damage induced by 5-fluorouridine; further: potency means the concentration at half of the fitted maximal effect; on the % scale 0 is the no-effect control and ±100 the full control effect; nearly all actives have a fitted effect of over 55% in size
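In this reporter screen, reduction of luminescence relative to DMSO vehicle indicated activity. Compounds and 5-fluorouridine were added together to 2,000 cells per well, incubated for 16 hr at 37 °C, then developed with ONE-Glo.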
BRCA1 expr act: qHTS Assay to Identify Small Molecule Activators of BRCA1 Expression. MCF7-BRCA1-FFLuc reporter, luminescence, 48 h; response scale: scaled: vehicle 0%, 10 µM genistein 100%. Potency, µM (top dose mostly 46.1 µM), without a hit: top-dose activation, hits mostly activators. 380,000 tested, 1.1% active. AID 624202, 2012; further: potency means the concentration at half of the fitted maximal effect; nearly all actives have a fitted effect of over 80% in size; some results filed as inactive show a strong effect at the top dose
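Quantitative HTS in MCF7 cells stably reporting BRCA1 expression via firefly luciferase. Compound treatment lasts 48 h at 37 °C in phenol-red free MEM. Activation is expressed relative to genistein at 10 microM and DMSO.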
B2AR arrestin: qHTS assay of beta-arrestin-biased ligands of beta2-adrenergic receptor; Beta-2 adrenergic receptor (Homo sapiens), P07550; beta-arrestin recruitment to beta2AR, cell-based reporter; Potency, µM (highest dose often 46.1 µM), inactives show at the top dose activation, actives largely listed as activators; 330,000 tested, 0.02% active; AID 492947, 2010;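 further: potency means the concentration at half of the fitted maximal effect; 0% = DMSO controls and full agonism = EC100 isoproterenol or metaproterenol; nearly all actives have a fitted effect of over 65% in size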
TSG101-PTAP inh: qHTS Assay for Iinhibitors of HIV-1 Budding by Blocking the Interaction of PTAP/TSG101 | Tumor susceptibility gene 101 protein (Homo sapiens), Q99816 | Fluorescence polarization, FITC-PTAP peptide / Tsg101 binding | Potency, µM (series often up to 115 µM), without a hit: at the highest dose activity change, negative = inhibition, actives largely listed as inhibitors | 340,000 tested, under 10 active; active means well fitted inhibition curve with a large enough effect in the main read-out, with a control signal flat, not every such curve was filed as active; inconclusive means small, poorly fitted or top-dose-only effect, or effect the other way, or a change in a side signal; inactive means no such curve, though single readings can be large or run the other way; further: potency means the concentration at half of the fitted maximal effect; % of control where 0% means no effect
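Fluorescence anisotropy tracks displacement of a FITC-tagged PTAP peptide (50 nM) from the Tsg101 binding domain (10 uM), following a 20 min room-temperature incubation at pH 7.5.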
MLL CXXC-DNA inh: qHTS Fluorescence Polarization Assay for Inhibitors of MLL CXXC domain - DNA interaction; MLL-CXXC / FITC-HOXA9 DNA fluorescence polarization; Potency, µM (top dose mostly 115 µM), inactives show top-dose activity change, negative = inhibition, actives largely listed as inhibitors; 290,000 tested, 0.037% active; active means well fitted inhibition curve with a large enough effect in the polarisation, with a control signal flat, not every such curve was filed as active; inconclusive means small, poorly fitted or top-dose-only effect, or effect the other way, or a change in a side signal; inactive means no such curve, though single readings can be large or run the other way; the % refers to the polarisation; further: potency means the concentration at half of the fitted maximal effect
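Steps: dispense CXXC domain solution (7 uM) → pin compounds or unlabeled HOX-A9 DNA control → 5 min ambient → add FLSN-HOX-A9 solution (50 nM) → spin → 30 min ambient → fluorescence polarization. Tris pH 7.5/NaCl/DTT/BSA buffer.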
TRPV1 ag: HTS Assay for Compounds that Act as Agonists of the Vanilloid Receptor 1. Transient receptor potential cation channel subfamily V member 1 (Homo sapiens), Q8NER1. 320,000 tested, 0.19% active. activation, % at 8.33 µM. TRPV1-expressing cells, Fluo-8 calcium influx, agonist mode; in the data active means activation above about 80%; inconclusive means between about 30% and that limit; further: 0% is about no effect
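Fluo-8 calcium influx in TRPV1-expressing cells, kinetic read (ex 480/em 520 nm). Compound added and read 3 min for agonist activity, followed by capsaicin at EC20 final and 2 min further read for enhancement.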
a7 integrin act: qHTS for Activators of Integrin-Mediated Alleviation for Muscular Dystrophy; alpha7betagal myoblasts, beta-gal FDG fluorescence, 48 h; Potency, µM (series often up to 38.3 µM), inactives show at the top dose activation, usual class: activators; 350,000 tested, 0.064% active; AID 624291, 2012;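 further: potency means the concentration at half of the fitted maximal effect; 100% = response of the positive control SU9516; nearly all actives have a fitted effect of over 60% in size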
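Alpha7betagal+/- myoblasts (passage 13) were plated 16-24 hr, then exposed to compounds (1:260 dilution of DMSO stock) for 48 hours at 37C. After MPER lysis, β-galactosidase reporter activity was read as FDG fluorescence (ex 480/em 540) after 30 minutes.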
AT treatment: qHTS Assay for Identifying a Potential Treatment of Ataxia-Telangiectasia | 320,000 tested, 0.19% active | Potency, µM (series often up to 57.5 µM), for the others: top-dose activation, most hits filed as activators | […] A-T fibroblasts, KAP-1 phosphorylation AlphaLISA; neocarzinostatin DNA damage 30 min before lysis; further: potency means the concentration at half of the fitted maximal effect; % of control where 0% means no effect; nearly all actives have a fitted effect of over 45% in size
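hTERT-immortalized A-T patient fibroblasts ([…]), 500 cells/well in OPTI-MEM, 1% FBS, got compounds for 60 min, then NCS for 30 min at 37C. Lysates were then assayed for phospho-KAP-1 by AlphaLISA (anti-pKAP1 donor, anti-KAP1 acceptor beads), 6 hr at 25C.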
TCR act: Activators of T cell receptors: qHTS campaign; Potency, µM (titrated, usually from 9.22 µM), inactives show at the highest dose activation of IL-2 secretion, actives largely listed as activators; AID 504894, 2011; 330,000 tested, under 10 active; primary human leukocytes, anti-CD3, IL-2 HTRF, 48 h; further: % of control where 0% means no effect
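TCR engagement came from a-CD3 beads alone, with compounds added to primary human leukocytes for 48 hr. Secreted IL-2 bridged europium cryptate- and d2-labelled anti-IL-2 antibodies, giving FRET emission at 665nm after 320nm excitation.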
* marks the source's active call; other numbers are inactive results; ? = inconclusive; nt = no result given; [ ] = dose if it differs, or a comment. Unless noted, the call rests on the fitted dose curve; in most records, active means well fitted curve in the direction sought with a large enough effect; inconclusive means small, poorly fitted or top-dose-only effect, or another doubt; inactive means no such curve, though single readings can be large; an effect the other way counts as inactive or inconclusive. Hits appear at their usual frequency; 3.8% or so of the library scored in one or more.

SMILES | p53 reactivation | ELG1 DNA repair | BRCA1 expr act | B2AR arrestin | TSG101-PTAP inh | MLL CXXC-DNA inh | TRPV1 ag | a7 integrin act | AT treatment | TCR act
Cc1cc(N2C(=O)C(O)=C(C(=O)c3cc4ccccc4o3)C2c2cccc(Cl)c2)no1 (stereo not given) | ? | 2% | -13% | 0.4% | 4% | 5% | -4 | 9% | -10% | 12%
O=C(CC1CCCC1)Nc1ccc(Cl)c(S(=O)(=O)N2CCOCC2)c1 | 7% | 21µM* | -68% | -0.5% | -2% | nt | nt | -36% | 10% | 1%[46.1 µM]
O=C(Nc1ccccc1C(=O)Nc1ccc(F)cc1)c1ccco1 | 7% | -2% | 7% | 0.5% | 0% | 1% | 6 | -42% | 0% | -23%
COc1ccccc1CCc1nnc(CCC(=O)NC(C)Cc2ccsc2)o1 (stereo not given) | -3% | -1% | -21% | 0.3% | 2% | 0% | 8 | 18% | -1% | -9%
CC1CCCCN1S(=O)(=O)c1ccc(N(C(=O)c2cnccn2)C(C(=O)NC2CCCCC2)c2cccs2)cc1 (stereo not given) | -5% | -11% | -24% | -0.1% | 0% | 3% | 19 | 28% | -3% | 6%[46.1 µM]
COCCNC(=O)C(c1ccc(C)o1)N(C(=O)c1snc(C(N)=O)c1N)c1ccc(C)c(C)c1 (stereo not given) | -3% | ? | -10% | 0.2% | -5% | -3% | 6 | -7% | 1% | -1%
CCOc1cc(C(=O)OC(C)C(=O)Nc2ccc(NC(C)=O)cc2)ccc1OCC(=O)N1CCCCC1 (stereo not given) | 14% | 2% | -16% | -0.2% | -2% | 9% | 2 | 21% | 1% | 2%
CCS(=O)(=O)N1CCCC(C(=O)NCc2cccnc2)C1 (stereo not given) | 4% | 12% | 1% | -0.4% | -3% | 2% | 3 | 21% | 4% | 3%
Cc1ccc2c(c1)N(CC(=O)NC1CCCCCC1)C(=O)c1cccnc1O2 | -10% | -5% | 24% | 2.6% | 0% | 49%[activator] | 22 | -30% | -4% | 8%
COC(=O)c1cn(C(=O)c2cccs2)c2ccccc12 | 5% | 0% | -18% | 0.3% | -3% | 188%[activator] | 5 | 38% | 0% | 5%
COCCn1c(SCC(=O)Nc2cc(C)on2)nnc1C(C)C | 2% | 11% | 6% | 0.2% | 1% | 8% | 0 | 2% | 3% | 6%
O=C(CSc1nc(N2CCOCC2)nc(N2CCOCC2)n1)Nc1cccc(C(F)(F)F)c1 | -7% | -1% | -11% | 0.1% | -1% | -4% | 7 | -1% | 5% | 1%
CCCC(=O)NC(c1ccccc1Cl)c1ccc2cccnc2c1O (stereo not given) | nt | ? | -63% | -0.1% | -2% | 0% | -1 | -15% | -6% | 2%
CCC(C)NC(=O)[C@H]1N2C(=O)c3c(ccc(OC)c3OC)C2SC1(C)C (stereo not given in full) | -1% | 8% | -12% | 0.1% | -6% | 1% | 0 | 10% | 7% | 6%
CC(=O)Cn1nnc2sc3c(c2c1=O)CCC(C(C)(C)C)C3 (stereo not given) | 16% | ? | 92% | -0.1% | -8% | -3% | ? | 17% | 4% | -6%
COc1ccc(NC(=O)C(Cl)=C(Cl)Cl)cn1 | 10% | 1% | -88% | 0.5% | -3% | 1% | 0 | -60%[inhibitor] | -7% | -2%
Cc1cc(=O)oc(C)c1C(=O)NCC1CCCO1 (stereo not given) | 9% | 0% | 4% | -0.1% | -15% | 3% | 1 | 3% | 2% | -5%
O=C(CSc1nnc(-c2ccc(C(F)(F)F)cn2)s1)c1ccc(Cl)cc1 | 5% | -7% | -6% | -0.9% | 0% | 0% | -2 | 10% | -7% | 0%
Cc1ccc(C(=O)CC2(O)C(=O)N(C)c3ccc(Br)cc32)c(C)c1 (stereo not given) | -1% | -5% | -45% | -0.3% | 0% | 1% | 0 | -19% | 13% | 1%
COc1ccc(CSc2nnc(N)s2)cc1F | ? | ? | ? | -0.2% | -7% | 5% | 22 | 6% | 0% | 6%
Cc1nnc(SCC(=O)N/N=C/c2ccc(-c3ccc(C)c(Cl)c3)o2)s1 | ? | 10% | -35% | -0.1% | 0% | -5% | 1 | -52%[inhibitor] | 1% | -1%[46.1 µM]
Cc1ccc(OC(=S)Nc2ccc(F)cc2)cc1 | 6% | -15% | 7% | -0.5% | 0% | 1% | -2 | -1% | 3% | 1%[46.1 µM]
CCC(=O)c1ccc(OCC(O)CN2CCN(c3ccc(F)cc3)CC2)cc1 (stereo not given) | 12% | -8% | -1% | 0.0% | -9% | 10% | -2 | -7% | 3% | -1%
Cc1ccc(-c2cc(C(=O)Nc3c(C)n(C)n(-c4ccccc4)c3=O)no2)cc1 | -3% | 10% | 0% | -0.1% | -3% | 11% | -1 | ? | -1% | -6%
Cn1nnnc1Sc1ncnc2scc(-c3ccc[nH]3)c12 | -44%[inhibitor] | ? | -59% | -0.1% | nt | nt | -1 | nt | 14% | 6%
O=C(c1cc(-c2cccs2)on1)N1CCOCC1 | ? | ? | 62% | 0.0% | -6% | -4% | ? | 9% | 2% | 0%
O=[N+]([O-])c1cccc(-c2cc3cccc[n+]3cc2-c2cccc([N+](=O)[O-])c2)c1 | -5% | -11% | -18% | -2.3% | -4% | 0% | 2 | -19% | 0% | -3%[46.1 µM]
COc1cccc(CC(=O)N2CCC(n3nccc3NC(=O)C3CC3)CC2)c1 | 8% | 4% | -18% | -0.2% | 1% | -11% | 0 | 33% | 10% | -4%
COc1ccccc1C(=O)Nc1nnc(-c2ccc(F)cc2)s1 | ? | ? | 14% | 3.7% | -2% | 1% | 1 | 17% | 6% | -1%
COc1cccc(CNC(=O)C2=C(C)C(=O)OC23CCC(C)CC3)c1 (stereo not given) | -6% | 1% | -16% | -0.3% | -3% | -6% | -2 | 22% | 5% | -15%
O=C(COc1ccc(Br)cc1)OCCN1CCCCC1 | -8% | ? | -1% | -0.4% | 0% | -7% | -5 | 3% | 3% | 13%
CSc1ccccc1NC(=O)c1ccc(N2CC3CC(C2)c2cccc(=O)n2C3)c(NC(=O)c2ccncc2)c1 (stereo not given) | -9% | -8% | 0% | -0.8% | -2% | -6% | 1 | 13% | -2% | -12%
c1ccc(-c2noc(CSc3nnnn3-c3ccccc3)n2)cc1 | 7% | -2% | 3% | -0.1% | 2% | 7% | nt | -27% | ? | 5%
Cc1occc1C(=O)N1CCCC(Nc2ccc(C(C)C)cc2)C1 (stereo not given) | -3% | -4% | -22% | -0.9% | -1% | ? | ? | -9% | -3% | -3%
CC[C@]1(C(=O)OC)[C@H]2C(=O)N(C)C(=O)[C@H]2[C@H]2CN(C)C(=NCc3ccccc3)N21 | 0% | 1% | 13% | -0.5% | -8% | nt | nt | 23% | 11% | -1%[46.1 µM]
Cc1nccn1Cc1ccccc1 | 4% | 5% | 1% | -0.3% | 0% | -6% | -1 | nt | 0% | 0%
COc1cc(OC)cc(C(=O)Nc2cccc(-c3ccc(N4CCOCC4)nn3)c2)c1 | 18% | -6% | 45% | -0.2% | 0% | nt | 6 | 1% | -5% | -3%
Cc1ccc(NS(=O)(=O)c2ccc(C)c(C(=O)Nc3ccc(S(=O)(=O)Nc4onc(C)c4C)cc3)c2)cc1 | nt | nt | -4% | nt | -1% | nt | nt | 9% | nt | -4%
CCOc1ccccc1CN1CCNC(=O)C1CC(=O)NCCC1=CCCCC1 (stereo not given) | -6% | 12% | 2% | 10% | -6% | ? | 8 | 36% | 9% | -4%
COc1ccc(CNC(=O)CSc2nnc(Cn3nnc4ccccc43)n2C)cc1 | 4% | 1% | 26% | 0.0% | -4% | -2% | 0 | 12% | -3% | -17%
CCOC(=O)c1sc(NC(=O)c2ccc(Cl)s2)cc1C | 19% | ? | 4.5µM* | 0.0% | 0% | 22% | 8 | -4% | 6% | -4%

Some entries already given, reduced to MLL CXXC-DNA inh.
SMILES	MLL CXXC-DNA inh
Cc1nccn1Cc1ccccc1	-6%
CCOC(=O)c1sc(NC(=O)c2ccc(Cl)s2)cc1C	22%

Screening results from PubChem BioAssay.
